KB-V1 cytotox – KB-V1 MDR subline cytotoxicity; Potency, µM (titrated, usually from 46.1 µM), inactives show top-dose activity change, negative = cytotoxicity, actives largely listed as cytotoxic; KB-V1 MDR cells viability, CellTiter-Glo, 72 h; actives 3.4% (n = 400,000); note: potency is the fitted concentration of half-maximal effect; % is set by controls: 0 for no effect and ±100 for the full control effect; nearly all actives have a fitted effect of over 60% in size
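KB-V1 MDR subline cells in DMEM (phenol-red free, 10% FBS) exposed to compounds in qHTS concentration series for 72 h at 37 degrees C. Viability read by CellTiter-Glo luminescence; concentration-effect curves fitted after normalization and correction.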
GLP-1R agonist – agonists of human GLP-1 receptor. HEK293 GLP-1R CRE-luciferase, luminescence, 4-6 h; cells express a hypersensitive GLP-1R form. P43220. Potency, µM (series often up to 45.6 µM), for inactives: at the top dose activation, actives largely listed as activators. AID 624172. actives 0.007% (n = 380,000); note: potency is the fitted concentration of half-maximal effect; % of control where 0% means no effect
Target sequence (P43220 whole entry, looked up): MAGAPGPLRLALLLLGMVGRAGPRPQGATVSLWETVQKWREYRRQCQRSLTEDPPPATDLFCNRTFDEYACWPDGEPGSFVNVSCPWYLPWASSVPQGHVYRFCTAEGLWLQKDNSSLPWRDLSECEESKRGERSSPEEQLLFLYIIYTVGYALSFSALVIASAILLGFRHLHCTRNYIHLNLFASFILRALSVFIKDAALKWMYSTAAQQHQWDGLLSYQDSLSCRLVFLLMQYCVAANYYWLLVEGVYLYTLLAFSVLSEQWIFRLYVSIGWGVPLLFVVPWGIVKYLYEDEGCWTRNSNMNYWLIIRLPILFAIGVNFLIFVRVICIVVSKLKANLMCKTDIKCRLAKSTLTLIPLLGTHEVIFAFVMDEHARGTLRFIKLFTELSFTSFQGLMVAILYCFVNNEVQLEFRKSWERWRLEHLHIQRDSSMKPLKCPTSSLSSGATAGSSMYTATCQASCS
aSyn yeast inh – inhibitors of alpha-synuclein toxicity in yeast | actives 0.14% (n = 370,000) | Potency, µM (highest dose often 46.1 µM), for inactives: top-dose growth rescue (activation), most hits filed as activators | AID 652106 | Yeast expressing alpha-synuclein, growth rescue, BacTiter-Glo, 24 h; note: potency is the fitted concentration of half-maximal effect; % of control where 0% means no effect; nearly all actives have a fitted effect of over 65% in size
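Screening used galactose-induced yeast with toxic alpha-synuclein levels, exposed to compound for 24 hr at 30 deg C. Cell growth, read with BacTiter-Glo luminescence, gave the measured signal.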
TDP-43 yeast inh – rescues yeast growth from TDP-43 toxicity; AID 652104; TDP-43 expressing yeast growth rescue, BacTiter-Glo, 24 h; actives 1.8% (n = 410,000); Potency, µM (highest dose often 46.1 µM), inactives show at the highest dose growth rescue (activation), most hits filed as activators; note: potency is the fitted concentration of half-maximal effect; % of control where 0% means no effect; nearly all actives have a fitted effect of over 50% in size
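Yeast cells expressing TDP-43 under galactose induction are exposed to compounds for 24 hr at 30 deg C. BacTiter-Glo luminescence measures growth, so protective compounds score as activators.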
GLP1R inv ag – acts as inverse agonist at human GLP-1 receptor; actives 1.6% (n = 410,000); P43220; HEK293 GLP-1R CRE-luciferase, luminescence, 24 h; GLP-1R form is constitutively active; Potency, µM (top dose mostly 38.3 µM), without a hit: at the top dose activity change, negative = inhibition, actives largely listed as inhibitors; note: potency is the fitted concentration of half-maximal effect; % is set by controls: 0 for no effect and ±100 for the full control effect; nearly all actives have a fitted effect of over 55% in size
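Luminescence readout: a drop in cAMP-driven luciferase signal flags inverse agonism at a constitutively active GLP-1R stably expressed in HEK293. Compound exposure lasted 24 hr at 37 deg C, 5% CO2.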
D3 antag – antagonists of human D3 dopamine receptor | D3R cells, DiscoveRx beta-arrestin luminescence, antagonist mode; stronger effect = lower value | max response, negative = inhibition, % | actives 2.5% (n = 360,000); in the data active = max response below about -50%; inconclusive = no clear call, values can overlap the other calls; note: % is set by controls: 0 for no effect and ±100 for the full control effect; mostly tested at two doses, the higher about 12 µM
Target sequence (P35462 whole entry, looked up): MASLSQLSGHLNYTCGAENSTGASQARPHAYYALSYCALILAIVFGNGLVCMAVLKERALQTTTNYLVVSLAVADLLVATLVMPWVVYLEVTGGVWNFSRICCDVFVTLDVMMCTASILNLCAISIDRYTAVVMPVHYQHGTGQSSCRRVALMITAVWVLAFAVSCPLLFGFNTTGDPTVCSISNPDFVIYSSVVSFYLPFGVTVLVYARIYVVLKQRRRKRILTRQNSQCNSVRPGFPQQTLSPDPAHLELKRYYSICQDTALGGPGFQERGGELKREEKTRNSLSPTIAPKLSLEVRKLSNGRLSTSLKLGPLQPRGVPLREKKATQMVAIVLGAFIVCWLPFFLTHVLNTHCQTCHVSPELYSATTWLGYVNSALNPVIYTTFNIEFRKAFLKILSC
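Cells plated overnight at 1500 cells/well, then exposed to library compounds with dopamine controls for 90 minutes at 37 degrees C. DiscoveRx reagent added for 30–60 minutes at room temperature; luminescence read, quantitative HTS format.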
PTHR1 ag – activates the human parathyroid hormone receptor PTHR1; HEK293 GP2 PTHR1 cells, GloSensor cAMP luminescence, 1 h; Potency, µM (top dose mostly 115 µM), for the others: at the highest dose activation, most hits filed as activators; actives 0.075% (n = 410,000); AID 743266; note: potency is the fitted concentration of half-maximal effect; nearly all actives have a fitted effect of over 55% in size; some results filed as inactive show a strong effect at the top dose; inactives centre near -15; many of its hits are not listed in these tables
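HEK-293-derived GP2 cells expressing PTHR1 and a GloSensor cAMP reporter, 3,000/well, plated overnight, given luciferin plus IBMX (each 0.5 mM as added) for 1 h at 37 °C, then compound for 1 h at 37 °C. Luminescence was read after 15 min at room temperature.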
HEK293 tox – cytotoxicity in counter-screen for GLP-1R inverse agonists. HEK293 cAMP-luciferase reporter cells, luminescence, 24 h. Potency, µM (top dose mostly 38.3 µM), for inactives: at the top dose activity change, negative = inhibition, hits mostly inhibitors. actives 0.13% (n = 410,000);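 note: loss of luciferase light is scored as toxicity; potency is the fitted concentration of half-maximal effect; % is set by controls: 0 for no effect and ±100 for the full control effect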
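Compound-treated cells are incubated 24 hr at 37 deg C under 5% CO2 after a 12 hour attachment period, then luciferase detection reagent is added and luminescence is measured following 12 min at room temperature; lowered signal indicates toxicity.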
D3 ag – activates the human D3 dopamine receptor; P35462; D3R DiscoveRx beta-arrestin cells, luminescence, 90 min; max activation, %; actives 0.58% (n = 410,000); AID 652048; in the data active = max activation above about 30%; note: 0% is about no effect; mostly tested at two doses, the higher about 12 µM
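Agonist-mode cell screen: cells plated at 1500/well and incubated overnight at 37 °C, then exposed to library compounds for 90 min at 37 °C. Detection reagent was added for 30–60 min at room temperature, and luminescence was read.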
The depositor's hits bear a star; [ ] = remark or other dose. Unless noted, calls come from the whole dose curve; as a rule, active = well fitted curve in the direction sought with a large enough effect; inconclusive = small, poorly fitted or top-dose-only effect, or another doubt; inactive = no such curve, though single readings can be large; an effect the other way counts as inactive or inconclusive.

For Cc1cc(NC(=O)Cn2nc(-c3cccs3)ccc2=O)cc(C)c1Br the results were KB-V1 cytotox -22.6%, GLP-1R agonist 9.8%, aSyn yeast inh 16.4%, TDP-43 yeast inh -16.3%, GLP1R inv ag -15.9%, D3 antag inconclusive, PTHR1 ag -7.8%, HEK293 tox -0.9% and D3 ag -12.0.
Cc1ccc(NC(=O)Cn2ncc3ccccc32)c(Cl)c1 was read as KB-V1 cytotox -6.5%, GLP-1R agonist 7.2%, aSyn yeast inh 8.2%, TDP-43 yeast inh 6.2%, GLP1R inv ag 30.8%[activator], D3 antag -2.1, PTHR1 ag inactive, HEK293 tox 13.6% and D3 ag 8.8.
`O=C(NC1CC1)c1sccc1-n1cccc1` gave KB-V1 cytotox 26.2%, GLP-1R agonist -10.7%, aSyn yeast inh 0.5%, TDP-43 yeast inh 4.7%, GLP1R inv ag 11.6%, D3 antag -19.9, PTHR1 ag inactive, HEK293 tox -4.7% and D3 ag -1.1.
For O=C1C2C3c4ccccc4C(c4ccccc43)C2C(=O)N1c1cccnc1 (stereo not drawn) the results were KB-V1 cytotox inconclusive, GLP-1R agonist 0.6%, aSyn yeast inh 7.0%, TDP-43 yeast inh inconclusive, GLP1R inv ag 1.6%, D3 antag 16.7, PTHR1 ag inactive, HEK293 tox -4.2% and D3 ag 5.6.
Screening COCCN(C(=O)CSc1nc2ccccc2s1)c1c(N)n(Cc2ccccc2)c(=O)[nH]c1=O returned KB-V1 cytotox inconclusive, GLP-1R agonist 2.0%, aSyn yeast inh -0.3%, TDP-43 yeast inh 8.9%, GLP1R inv ag -15.2%, D3 antag -14.2, PTHR1 ag inactive, HEK293 tox -7.9% and D3 ag -12.4.
`COCCn1c(=S)[nH]c2cc(OC)c(OC)cc2c1=O` gave KB-V1 cytotox -29.9%, GLP-1R agonist 1.7%, aSyn yeast inh -4.3%, TDP-43 yeast inh -21.4%, GLP1R inv ag 9.4%, D3 antag -14.9, PTHR1 ag -8.4%[57.5 µM], HEK293 tox -3.0% and D3 ag -7.9.
Screening COc1cc(C(=O)O/N=C(\N)c2cccc([N+](=O)[O-])c2)cc(OC)c1OC returned KB-V1 cytotox 4.7%, GLP-1R agonist 7.3%, aSyn yeast inh 2.5%, TDP-43 yeast inh -13.2%, GLP1R inv ag 36.2%[activator], D3 antag 22.3, PTHR1 ag inactive, HEK293 tox -9.6% and D3 ag 8.2.
`COc1ccc(OC)c2c(N3CC(C)OC(C)C3)cc(C(F)(F)F)nc12` (stereo not drawn) gave KB-V1 cytotox -0.6%, GLP-1R agonist 0.6%, aSyn yeast inh 5.5%, TDP-43 yeast inh 2.5%, GLP1R inv ag 0.0%, D3 antag 9.4, PTHR1 ag -7.1%[57.5 µM], HEK293 tox 6.1% and D3 ag -1.4.
CC(=O)NC(c1ccccc1)c1cccnc1 (stereo not drawn) was read as KB-V1 cytotox 0.0%, GLP-1R agonist -6.3%, aSyn yeast inh -6.5%, TDP-43 yeast inh -25.7%, GLP1R inv ag 2.1%, D3 antag 5.1, PTHR1 ag inactive, HEK293 tox 2.8% and D3 ag -4.1.
CCN(CC)c1ccc(S(=O)(=O)N(CC)CC)cc1NC(=O)c1cccnc1 was read as KB-V1 cytotox -26.5%, GLP-1R agonist 11.0%, aSyn yeast inh 0.8%, TDP-43 yeast inh 7.6%, GLP1R inv ag 16.3%, D3 antag 16.2, PTHR1 ag -5.4%, HEK293 tox -0.8% and D3 ag 2.5.
Screening COc1ccc(NC(=O)c2c(NCc3cccc(F)c3)sc3c2CCCC3)c(OC)c1 returned KB-V1 cytotox 1.7%, TDP-43 yeast inh -5.3%, GLP1R inv ag inconclusive, PTHR1 ag -2.9%, HEK293 tox 0.3% and D3 ag -4.8.
`Cc1ccc(OCCSc2nc3ccc(NC(=O)c4ccc(F)cc4)cc3s2)cc1` gave KB-V1 cytotox 7.3%, TDP-43 yeast inh -7.7%, GLP1R inv ag -1.7%, PTHR1 ag inactive, HEK293 tox -5.6% and D3 ag -16.8.
Screening O=S(=O)(Cc1cc(NCc2ccccc2)nc(-c2ccccn2)n1)c1ccccc1 returned KB-V1 cytotox 0.0%, GLP-1R agonist 20.8%, aSyn yeast inh 4.3%, TDP-43 yeast inh -6.8%, GLP1R inv ag inconclusive, D3 antag -7.1, PTHR1 ag inactive, HEK293 tox inconclusive and D3 ag -2.2.
Screening Fc1cccc2sc(Nc3nnc(-c4ccccc4)o3)nc12 returned KB-V1 cytotox -11.0%, GLP-1R agonist 7.0%, aSyn yeast inh 1.9%, TDP-43 yeast inh -59.7%[inhibitor], GLP1R inv ag -1.8%, D3 antag 4.8, PTHR1 ag -23.9%, HEK293 tox -19.3% and D3 ag -3.2.
O=C(CCCOc1ccc(Cl)cc1Cl)NCCc1nnc2ccccn12 was read as KB-V1 cytotox -8.2%, GLP-1R agonist 7.1%, aSyn yeast inh 1.1%, TDP-43 yeast inh -0.5%, GLP1R inv ag 0.3%, D3 antag -4.7, PTHR1 ag inactive, HEK293 tox 1.8% and D3 ag -6.4.
O=C(O)CCCC(=O)NS(=O)(=O)c1ccc(Cl)cc1 was read as KB-V1 cytotox 10.2%, GLP-1R agonist -9.6%, aSyn yeast inh -17.7%, TDP-43 yeast inh -5.8%, GLP1R inv ag -9.0%, D3 antag -20.7, PTHR1 ag -20.7%, HEK293 tox -9.7% and D3 ag -10.6.
`Cc1cccc2cc(-c3nc4ccc(C(=O)O)cc4[nH]3)c(=O)oc12` gave KB-V1 cytotox 0.0%, GLP-1R agonist 8.3%, aSyn yeast inh -9.1%, TDP-43 yeast inh -0.3%, GLP1R inv ag inconclusive, D3 antag 65.2, PTHR1 ag -22.6%, HEK293 tox 408.7%[activator] and D3 ag 11.8.
For N#Cc1nc(COc2ccccc2)oc1N1CCCCC1 the results were KB-V1 cytotox -27.1%, GLP-1R agonist 30.5%, aSyn yeast inh inconclusive, TDP-43 yeast inh inconclusive, GLP1R inv ag inconclusive, D3 antag -13.3, PTHR1 ag inactive, HEK293 tox 5.6% and D3 ag 0.7.
For O=C(O)Cn1c(CCS(=O)(=O)c2ccc(Br)cc2)nc2ccccc21 the results were KB-V1 cytotox -0.2%, GLP-1R agonist 0.6%, aSyn yeast inh 5.1%, TDP-43 yeast inh 9.7%, GLP1R inv ag 18.7%, D3 antag -3.9, PTHR1 ag inactive, HEK293 tox 1.8% and D3 ag 1.1.
Screening CCC1CN(C(=O)Nc2ccc(C)cc2)c2cc(C)ccc2O1 (stereo not drawn) returned KB-V1 cytotox 0.0%, GLP-1R agonist 18.9%, aSyn yeast inh 21.3%, TDP-43 yeast inh -17.3%[9.22 µM], GLP1R inv ag inconclusive, D3 antag 1.2, PTHR1 ag inactive, HEK293 tox -10.6% and D3 ag -14.1.
CC(C)c1ccc(NC(=O)CN2C(=O)COc3ccc(S(=O)(=O)N4CCCCC4)cc32)cc1 was read as TDP-43 yeast inh 20.1%, GLP1R inv ag inconclusive, PTHR1 ag -15.2%, HEK293 tox 2.2% and D3 ag -11.7.
For CC(C)CC1C(=O)N(Cc2cn(Cc3ccco3)nn2)CCS(=O)(=O)N1Cc1ccc(-c2ccc(Cl)c(Cl)c2)cc1 (stereo not drawn) the results were KB-V1 cytotox 1.1%, GLP-1R agonist -2.0%, aSyn yeast inh 13.0%, TDP-43 yeast inh 15.1%, GLP1R inv ag 10µM*, D3 antag 4.4, PTHR1 ag -38.2%[inhibitor], HEK293 tox -18.1% and D3 ag -5.7.
For Cn1c2ccccc2c2ncn(CCCN3CCOCC3)c(=O)c21 the results were KB-V1 cytotox -8.0%, GLP-1R agonist 8.5%, aSyn yeast inh -3.1%, TDP-43 yeast inh 5.8%, GLP1R inv ag 8.2%, D3 antag inconclusive, PTHR1 ag inactive, HEK293 tox 1.1% and D3 ag -0.5.
Screening Cc1cc(C)c(NC(=O)CSc2nc3ncc(Br)cc3[nH]2)c(Cl)c1 returned KB-V1 cytotox -17.6%, GLP-1R agonist 5.3%, aSyn yeast inh inconclusive, TDP-43 yeast inh -8.7%, GLP1R inv ag 14.0%, D3 antag -1.3, PTHR1 ag -45.7%[inhibitor], HEK293 tox -7.6% and D3 ag -2.8.
For O=C(COc1ccc(Br)cc1Br)NC1CCCC1 the results were KB-V1 cytotox -1.5%, GLP-1R agonist 9.0%, aSyn yeast inh 14.9%, TDP-43 yeast inh 18.0%, GLP1R inv ag -35.5%, D3 antag 4.2, PTHR1 ag -85.5%[inhibitor], HEK293 tox 15.8% and D3 ag -0.7.
Cc1ccc(CNC(=O)CSC2=Nc3ccccc3N=C(c3ccc(F)cc3)C2)cc1 was read as KB-V1 cytotox 9.2%, GLP-1R agonist -0.5%, TDP-43 yeast inh 20.4%, GLP1R inv ag -8.2%, PTHR1 ag -10.3%, HEK293 tox -8.8% and D3 ag 6.1.

Source: PubChem

An excerpt, so the mix of outcomes need not match the whole.
